# Screens as filed in PubChem.
# NCI-60 one-dose screen, 48 h, at 10 µM unless noted. Numbers give growth in % (100 = growth as untreated, 0 = no growth, -100 = all killed).
# SR: SR leukemia cells. 8.7% of 73,000 active. AID 1794780
# MCF7: MCF7 breast cancer; 6.3% of 82,000 active
# CCRF-CEM: CCRF-CEM leukemia. 7% of 77,000 active. AID 1794778
# MOLT-4: MOLT-4 leukemia cells. 6.9% of 80,000 active. AID 1794779
# K-562: K-562 leukemia | 7.4% of 78,000 active | AID 1794777
# RPMI-8226: RPMI-8226 leukemia cells | 7.5% of 77,000 active
# MDA-MB-468: MDA-MB-468 breast cancer | AID 2202374 | 8.5% of 78,000 active
# MDA-MB-231: MDA-MB-231 breast cancer; 5% of 81,000 active; AID 1794789
# Starred values were filed as active, the others as inactive; . = no result given; [ ] = remark or other dose. The calls were made as follows: active = growth percent below 10; inactive = the rest.
SMILES,SR,MCF7,CCRF-CEM,MOLT-4,K-562,RPMI-8226,MDA-MB-468,MDA-MB-231
COc1ccc([C@H]2c3[nH]c4ccccc4c3CC3C(=O)N(C4CCN(Cc5c(Cl)cccc5Cl)CC4)CC(=O)N32)c(OC)c1 (some centres not stated),104[8.33 µM],79[8.33 µM],91[8.33 µM],87[8.33 µM],94[8.33 µM],76[8.33 µM],88[8.33 µM],85[8.33 µM]
CCOC(=O)/C(=N/Nc1cccc2c1C(=O)c1ccccc1C2=O)c1nn[nH]n1,100,76,.,96,77,94,98,81
O=C1NCC(c2cc3ccc4ccccc4c3[nH]c2=O)Nc2ccccc21 (configuration not stated),56,33,81,90,97,109,116,65
Cn1c(=O)c2c(nc(CNC(=O)c3ccccc3)n2C)n(C)c1=O,96,112,64,94,113,102,111,.
O=c1c2ccccc2nc(N/N=C/c2ccc(Oc3ccc(Br)cc3)cc2)n1-c1ccc(Cl)cc1,97,88,103,98,97,103,106,99
CCCCCCCCOC(=O)c1cc(Cl)cc(-c2ccccc2)c1O,92,96,103,105,96,99,105,97
CCN1/C(=C\c2cc[n+](CC)c3ccccc23)C=Cc2ccccc21,16,8.1*,28,13,16,13,-9.9*,3.4*
Cc1nn(-c2ccccc2)c2nc(CCl)[nH]c(=O)c12,40,16,.,80,19,.,27,88
CC(=O)On1c(-c2ccccc2-c2nc3ccccc3n2OC(C)=O)nc2ccccc21,110,83,112,80,90,70,17,89
COC(=O)CC/C(C)=N\Nc1ccc([N+](=O)[O-])cc1,35,77,35,34,4.9*,52,71,80
O=C1COc2ccccc2C(=O)N1CCCCNc1ccc(S(=O)(=O)Nc2ncccn2)cc1,93,83,64,80,78,85,90,108
Cc1ccc(C2=C/C(=C/c3ccc(Cl)cc3)C(=O)N2CCc2ccc(S(N)(=O)=O)cc2)cc1,86,81,75,78,88,45,90,80
CCCCCCCCn1ccc2cc(NC(=O)CN=[N+]=[N-])ccc21,100,91,39,93,93,99,105,101
OCCN1CCN(c2ncnc3[nH]ccc23)CC1,96,94,112,100,105,101,120,107
Cc1nc(N)c(N)c(=O)[nH]1,95,95,89,96,93,93,120,105
CCCSc1nc(Nc2ccc(C(C)=O)cc2)c(C#N)c(-c2ccc(OC)cc2)n1,95,106,103,102,97,110,121,105
CN(C)CCCn1c(=O)c2cc([N+](=O)[O-])ccc2c2cnc3[nH]ccc3c21,-28*,-12*,-26*,8.6*,-32*,45,81,65
Cc1cc2ccccc2c[n+]1CCCCC[n+]1cc2ccccc2cc1C,97,87,95,99,82,97,96,108
O=[N+]([O-])c1cc(F)ccc1Nc1cccc(F)c1,106,100,.,94,96,97,106,.
CCCCCCCC/C=C/CCCCCCCC(=O)OCCN1C(=O)c2ccccc2C1=O,105,94,64,110,104,102,94,111
CCOC(=O)/C=C/c1sc(-c2ccccc2)cc1N,102,93,101,94,102,97,94,101
Cc1nc(N)[nH]c(=O)c1[N+](=O)[O-],.,93,101,93,99,112,97,114
Cc1nn(-c2ccccc2)c(N)c1N=C1NC(=O)/C(=C/c2ccc(C(F)(F)F)cc2)S1,14,62,53,76,35,28,.,92
CC1(C)S[C@@H]2[C@H](NC(=O)COc3ccccc3)C(=O)N2[C@H]1C(=O)O,104,110,96,86,99,98,100,104
O=C(c1ccc(Cl)cc1)C1[C@H](c2ccccc2Br)[C@@H](c2ccccc2)NC12C(=O)Nc1ccc(Cl)cc12 (some centres not stated),.,0.1*,19,18,7.9*,11,-40*,5.9*

# The list continues:
SMILES,SR,MCF7,CCRF-CEM,MOLT-4,K-562,RPMI-8226,MDA-MB-468,MDA-MB-231
Cn1c(=O)[nH]c(=O)c2nc(CC(=Nc3cccc(C(F)(F)F)c3)c3ccccc3)c(=O)[nH]c21,111,94,105,107,111,105,85,109
Cc1nnsc1-c1n[nH]c(=S)n1N,.,109,102,112,110,98,104,101
O=C(O)CCCOc1ccccc1,105,100,115,100,98,102,108,128
C=C1CC[C@@H]2[C@]3(C)COC(c4cn(-c5ccccc5)nc4-c4cccc([N+](=O)[O-])c4)O[C@@H]3CC[C@@]2(C)[C@@H]1C/C=C1/C(=O)OC[C@H]1O (some centres not stated),-17*,2.3*,-1.8*,-3.8*,-13*,-42*,-70*,.
Nc1cccc(Cl)c1C(=O)O,92,105,105,94,107,99,111,102
O=C(c1ccc(O)cc1)[C@@H]1[C@@H]2CCCN2[C@]2(C(=O)N(C(=O)c3ccc(F)cc3)c3ccccc32)[C@H]1c1ccc(F)cc1,54,80,55,60,69,61,90,83
O=C(/C=C/C(=O)Oc1c(Cl)cc(Cl)cc1[N+](=O)[O-])Oc1c(Cl)cc(Cl)cc1[N+](=O)[O-],.,101,106,101,102,109,107,120
C#CCNC(=S)N/N=C(\C)c1ccccn1,3.1*,4.5*,13,3.5*,15,13,-31*,39
C=CCNC(=S)NCC,130,.,104,108,115,92,105,90
Cc1cc2c(C(C)C)c(O)c(O)c(C(=O)C(=O)NCc3ccccc3)c2c(O)c1-c1c(C)cc2c(C(C)C)c(O)c(O)c(C(=O)C(=O)NCc3ccccc3)c2c1O,100,102,85,79,68,82,79,60
CC(=O)c1cc(C(=O)c2ccc(C#N)cc2)n2ccc(C)cc12,76,87,100,89,100,101,102,88
Nc1ccc(-c2nc(N3CCOCC3)c3c4c(sc3n2)CCCC4)cc1,48,65,85,60,62,79,99,58
COC(=O)CCCCCCCCC1(C)C=CC(C(C)O)=CC1 (configuration not stated),90,101,100,98,85,103,107,110
O=C(O)CCCCCc1ccccc1,94,97,.,101,107,101,89,112
CCCCCCCc1nc(C#N)c(NCc2cccnc2)o1,90,86,88,82,88,106,82,94
Nc1ncc(-c2ccc(C(F)(F)F)cc2)c(NC2CCCCCC2)n1,60,25,31,58,16,-8.4*,-3.3*,65
CNC1(C(N)=O)CCN(Cc2ccccc2)CC1,.,102,97,99,98,102,131,104
CCNC(=O)c1ccc2c(c1)NC(c1cc3ccccc3[nH]c1=O)c1c(n[nH]c1C(C)(C)C)N2 (configuration not stated),102,99,.,103,101,103,97,110
COc1ccc(C#N)cc1OC,100,92,99,102,97,98,104,107
OC(CN1CCCCC1)c1ccc(Br)cc1 (configuration not stated),90,95,92,94,99,.,108,94
Cn1cc(C(c2coc3ccccc3c2=O)c2cn(C)c3ccccc23)c2ccccc21,92,98,103,97,98,.,116,105
COc1cccc(NC2=NC(N)N=C(c3cc4ccccc4oc3=O)C=N2)c1 (configuration not stated),89,83,86,93,105,92,104,77
CCCC(=O)C(CC)C1(C(=O)OC)NC(=S)NC(=O)C1C#N (configuration not stated),101,99,102,116,101,108,105,107
O=C(O)C(=O)c1ccc(O)cc1O,108,100,101,101,109,97,104,87
CC(=O)c1ccc(NC(=O)CSc2nnc(-c3ccc4nc(-c5ccccc5)[nH]c4c3)o2)cc1,84,80,96,87,77,98,119,92

# Look-ups from the list.
# C=C1CC[C@@H]2[C@]3(C)COC(c4cn(-c5ccccc5)nc4-c4cccc([N+](=O)[O-])c4)O[C@@H]3CC[C@@]2(C)[C@@H]1C/C=C1/C(=O)OC[C@H]1O (some centres not stated) in CCRF-CEM is listed with -1.8*
# Cn1cc(C(c2coc3ccccc3c2=O)c2cn(C)c3ccccc23)c2ccccc21 in CCRF-CEM is listed with 103
# CC(=O)c1cc(C(=O)c2ccc(C#N)cc2)n2ccc(C)cc12 in K-562 is listed with 100
# Cc1nnsc1-c1n[nH]c(=S)n1N in MDA-MB-231 is listed with 101

# Next part
SMILES,SR,MCF7,CCRF-CEM,MOLT-4,K-562,RPMI-8226,MDA-MB-468,MDA-MB-231
CCOC(=O)c1c(C)[nH]c(/C=N/NC(N)=O)c1C,91,98,105,103,103,95,90,97
Cc1ccc(C(=O)NC(=S)N2CCN(c3ncnc4c3cnn4-c3ccccc3)CC2)cc1,12,41,48,34,38,68,38,67
COc1cc(C(=O)O)cc(OC)c1OC(C)=O,97,92,105,99,102,110,101,112
O=C1[C@H]2Cc3c([nH]c4ccccc34)[C@@H](c3ccc(Cl)cc3)N2C(=O)CN1C1CCN(Cc2ccccc2)CC1,10,13,43,27,9.9*,17,27,55
O=C1c2ccccc2C(=O)c2c(SC(=S)N3CCCC3)cccc21,33,43,.,78,66,77,76,92
C[N+](C)(C)CCOC(=O)c1ccc(OCc2ccccc2F)cc1,103,96,90,100,93,.,100,92
O=C(/C=C/c1cn(-c2ccccc2)nc1-c1cccc(Nc2ccnc3cc(Cl)ccc23)c1)c1ccc2c(c1)OCO2,8.7*,81,17,.,67,59,68,73
C=C(C)[C@@H]1CC[C@]2(C(=O)O)CC[C@]3(C)[C@H](CC[C@@H]4[C@@]5(C)CC[C@H](OC(=O)c6cccnc6)C(C)(C)[C@@H]5CC[C@]43C)[C@@H]12,88,86,91,86,74,67,80,76
COc1ccc(NC(=O)C2C/C(=C/N(C)C)C(=O)N2)cc1 (configuration not stated),105,98,105,111,104,110,105,122
COc1ccc(NC(=O)Cn2c(/C=C/c3ccccc3)nc3ccccc3c2=O)cc1,83,.,116,86,82,90,78,56
CC(C)Sc1nc(Nc2ccc([N+](=O)[O-])cc2)c(C#N)c(-c2ccccc2)n1,90,90,101,103,98,104,95,90
CC(C)OC(=O)Nc1cccc(C#N)c1,85,107,101,98,102,100,101,92
Nc1nc(=O)n([C@H]2C[C@H](O)[C@@H](CO)O2)cc1CO,102,100,44,80,116,125,90,111
CCCCOc1ccc(OC(=O)Nc2cc(Cl)ccc2OC)cc1,92,92,89,85,105,86,105,84
CCOC(=O)C(Nc1ccc(F)cc1)c1ccc(N(CC)CC)cc1 (configuration not stated),84,89,90,84,85,93,95,89
COC(=O)[C@H](C)NC(=O)c1ccc(NC(=O)c2[nH]c(C)c(Cl)c2Cl)c(OCCN)c1,67,81,98,91,67,97,107,103
ClC1CC/C=C\CC/C=C/CCC1Cl (configuration not stated),.,94,81,88,97,97,90,.
CC(C)n1ncc2c(N)ncnc21,117,98,106,125,95,105,113,106
CCOC(=O)NNc1[nH]c(-c2ccc(OC)cc2)cc1C#N,-2.0*,69,7.6*,8.6*,69,91,.,90
O=C(O)/C=C\c1ccc(OC(=O)c2ccccc2)cc1,93,96,63,91,91,94,113,95
COC(=O)c1cc2ccccc2c2ccccc12,86,97,91,75,100,92,107,104
O=C(CCl)Nc1cc(O)c2c(c1)C(=O)c1cccc(O)c1C2=O,-36*,-50*,-45*,-56*,-46*,-54*,-55*,-28*
CSc1nc(=O)[nH]nc1Sc1ccccc1,.,104,98,128,131,98,104,90
COc1nc(N)c(NS(=O)(=O)c2ccc(C(C)=O)cc2)c(=O)n1C,99,87,102,111,91,90,93,102
COc1cc(CCC(C)=O)ccc1O,93,101,94,96,93,101,91,96

# Fetched by compound from above (four):
SMILES,SR,MCF7,CCRF-CEM,MOLT-4,K-562,RPMI-8226,MDA-MB-468,MDA-MB-231
Cn1c(=O)[nH]c(=O)c2nc(CC(=Nc3cccc(C(F)(F)F)c3)c3ccccc3)c(=O)[nH]c21,111,94,105,107,111,105,85,109
CC(C)n1ncc2c(N)ncnc21,117,98,106,125,95,105,113,106
COc1ccc([C@H]2c3[nH]c4ccccc4c3CC3C(=O)N(C4CCN(Cc5c(Cl)cccc5Cl)CC4)CC(=O)N32)c(OC)c1 (some centres not stated),104[8.33 µM],79[8.33 µM],91[8.33 µM],87[8.33 µM],94[8.33 µM],76[8.33 µM],88[8.33 µM],85[8.33 µM]
O=C1c2ccccc2C(=O)c2c(SC(=S)N3CCCC3)cccc21,33,43,.,78,66,77,76,92

# (further entries)
SMILES,SR,MCF7,CCRF-CEM,MOLT-4,K-562,RPMI-8226,MDA-MB-468,MDA-MB-231
O=C(NCc1ccncc1)Nc1ccc(Cc2ccc(NC(=O)NCc3ccncc3)cc2)cc1,71,84,95,89,86,86,87,93
CC12c3ccccc3C(C)(c3ccccc31)C(NS(=O)(=O)c1ccc(Cl)c(Cl)c1)C2O (configuration not stated),88,94,89,79,82,90,101,106
CCOC(=O)NNC(=O)OCC,106,90,103,109,108,103,87,88
CN(Cc1cnc2nc(N)nc(N)c2n1)c1ccc(C(=O)N[C@@H](CCc2nn[nH]n2)c2nn[nH]n2)cc1,29,17,.,28,18,44,53,111
Cc1ccc(S(=O)(=O)OCC2OCOC3C(CI)OCOC23)cc1 (configuration not stated),102,95,110,109,107,100,105,104
O=C1/C(=C/c2ccc3ccccc3n2)SC(=S)N1Cc1ccco1,.,67,89,93,91,98,92,86
CC(=O)OCC(=O)[C@@]12OC3(CCCC3)O[C@@H]1CC1C3CCC4=CC(=O)C=C[C@]4(C)[C@@]3(F)[C@@H](O)C[C@@]12C (some centres not stated),.,.,88,85,102,67,112,87
CCCCc1ccc(Nc2ccc(Nc3ccc(CCCC)cc3S(=O)(=O)O)c3c2C(=O)c2ccccc2C3=O)c(S(=O)(=O)O)c1,.,87,81,97,114,52,112,83
CCNc1ccc(Nc2ncnc3c2cnn3CC(C)=O)cc1,94,99,94,106,101,101,115,107
CCOC(=O)c1[nH]c(=S)n(-c2ccccc2)c1C(=O)OCC,107,107,103,103,102,104,100,110
Cc1ccc2[nH]c(=O)cc(-n3nc(C#N)c(C#N)c3N)c2c1,91,101,71,99,89,97,86,96
O=C(CSc1nnc(COc2cnc3ccccc3n2)o1)Nc1cccc(Cl)c1,.,92,102,127,111,102,111,90
CCCCc1nc(Cl)c(C2CC(c3ccc4c(c3)OCO4)=NN2c2cc(Cl)cc(Cl)c2)[nH]1 (configuration not stated),83,80,91,72,84,91,78,91
O=C(Nc1cccc2cccnc12)c1cc(C(=O)c2ccc(Cl)cc2)n2c1ccc1c3ncccc3ccc12,124,97,112,113,103,99,79,89
NCCN1C(=O)CSC1=O,117,95,107,99,119,.,99,104
